Screens (PubChem BioAssay)
Platelet DG rel: inhibitors of platelet dense granule secretion, primary screen, cell-based, MLPCN, human platelets; 300,000 tested, 0.22% active; human platelet-rich plasma, SFLLRN dense granule ATP release, luminescence; inhibition, %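 (compounds screened at 7.5 µM in platelet-rich plasma)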;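 active = mean replicate score, as percent of positive control, at or above 50; inconclusive = mean below 50 but at least one replicate at or above 50; inactive = mean and every replicate below 50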
aSyn 5UTR inh: MLPCN primary screen, SNCA 5' untranslated region; inhibition, % (tested at 7.5 µM); alpha-synuclein 5'UTR reporter, inhibitor activity; 300,000 tested, 0.82% active; AID 1813, 2009; in the data active = inhibition above about 60%; inconclusive = no clear call, values can overlap the other calls;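 note: H4 neuroglioblastoma cells stably carrying SNCA 5'UTR luciferase fusion; 0% = DMSO wells and 100% = positive control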
KLF5 inh: KLF5 expression inhibitors, primary screen, DLD-1 cells, luminescence | DLD-1 KLF5 promoter-luciferase reporter | inhibition, % at 5 µM | 290,000 tested, 0.23% active | AID 1700, 2009;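 active = inhibition above a per-plate limit of that plate's mean compound inhibition plus 3 SD, cut at about 60% in these data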;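 note: 0% = DMSO wells and 100% = LY294002 at 200 µM; higher means less KLF5 promoter-driven luciferase light; inactives centre near -14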
HSF-1 act: HSF-1 activators, primary screen, NIH3T3-HGL cells, MG132 stress, luminescence, single point | NIH3T3-HGL HSF-1 luciferase reporter, 8 h; 100% = twice DMSO control signal | 300,000 tested, 1.7% active | activation, % at 9 µM;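 active = mean replicate activation of at least 50% with a set share of replicates each reaching 50%; inconclusive = only one of those two conditions met; inactive = mean below 50% and too few replicates reaching it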;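 note: 0% = median of the neutral control wells and 100% = twice that signal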
SKKanGAS inh: S. pyogenes SKKanGAS growth inhibitors in kanamycin, primary screen, streptokinase expression inhibitor project, SKKanGAS strain, BacTiter-Glo luminescence; 6 h; 300,000 tested, 1.3% active; inhibition, % at 7.5 µM; AID 1662, 2009;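 active = mean replicate score, as percent of positive control median, at least 50; inconclusive = mean below 50 but one replicate at or above 50; inactive = mean and every replicate below 50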;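 note: strain carries kanamycin resistance gene driven by streptokinase promoter and grows in 40 µg/ml kanamycin; loss of luminescence reflects streptokinase promoter inhibition or plain growth inhibition; 0% = median of DMSO wells and 100% = positive control at its reference dose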
IEC-6 tox: cytotoxicity in IEC-6 intestinal epithelial cells, primary screen, cytotoxicity control for KLF5 inhibitor project, cell-based, luminescence | 290,000 tested, 0.78% active | IEC-6 cytotoxicity, luminescence viability | AID 1825, 2009 | inhibition, % at 5 µM; in the data active = inhibition above about 22%;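 note: 0% = plate median of test compound wells and 100% = cytotoxic reference compound wells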
HSF1 inh: HSF1 inhibitors in luciferase reporter cells, primary screen, cell-based, NIH3T3, luminescence; AID 2098, 2009; activity change, negative = inhibition, % at 7.5 µM (by protocol); 300,000 tested, 0.77% active; NIH3T3-HGL HSE-luciferase, MG132-induced, luminescence 8 h; hits give low values;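 active = more than half of replicate wells show activity change below -50%, luminescence cut by over half; inconclusive = some wells, but at most half, below -50%; inactive = no replicate well below -50%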;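 note: luciferase reports HSF-1 transcriptional activity via heat shock element; 0% = median of DMSO wells and -100% = zero luminescence signal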
HIF activator: HIF pathway transcriptional activators, primary screen, cell-based, U2OS HRE-luciferase, luminescence; 300,000 tested, 0.32% active; U2OS HRE-luciferase reporter; normalized: DMSO 0%, desferrioxamine 100%; activation, % at 7.5 µM (by protocol);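 active = mean activation of at least 10% of the iron chelator positive control signal, with at least half of replicates also reaching 10%; inconclusive = mean and replicate majority disagree about reaching 10%; inactive = mean and most replicates under 10%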
HSP90 inh: HSP90 inhibitors, primary screen, cell lysate, luminescence. Heat shock protein HSP 90 (rabbit reticulocyte lysate; luciferase refolding). Rabbit reticulocyte lysate, luciferase refolding luminescence, 3 h. inhibition, % at 5.6 µM. 290,000 tested, 0.91% active. AID 1789, 2009;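 active = inhibition above the screen-wide mean plus 3 SD, computed separately per campaign, cut at about 16% in these data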;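 note: 0% = DMSO wells and 100% = 60 µM geldanamycin wells; inhibitors lower the luminescence because luciferase stays unfolded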
AI-2 QS modul: Vibrio harveyi AI-2 quorum sensing modulators, primary screen, JMH597 strain, luminescence/OD600 ratio. Vibrio harveyi JMH597 AI-2 luminescence/OD600 ratio, 9 h; hits give low values; strain lacks LuxN and CqsS sensors; 0 = neutral-control median. activity change, % at 7.5 µM. 300,000 tested, 0.4% active. AID 2094, 2009; in the data active = activity change below about -75%, passing the limit was not always enough; inconclusive = no clear call, values can overlap the other calls;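 note: luminescence divided by OD600 gain over 9 h not by final OD600 alone; inactives centre near 13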
An asterisk follows results filed as active; u = inconclusive; x = not tested or not shown.

The opening 4 entries, ahead of the listing:
Every second line gives: Platelet DG rel	aSyn 5UTR inh	KLF5 inh	HSF-1 act	SKKanGAS inh	IEC-6 tox	HSF1 inh	HIF activator	HSP90 inh	AI-2 QS modul
N#Cc1ccccc1CN1C(=O)S/C(=C/c2cccn2-c2cccc(C(=O)O)c2)C1=O
 : -3	4	-1	4	-32	-17	6	-0.4	4	17
CCn1cc(C(=O)NCCOC)c(=O)c2ccc(C)nc21
 : -7	21	0	4	5	1	-5	0.4	-2	-3
CN(C)CCCN(C(=O)COc1ccc(Cl)cc1)c1nc2ccc(F)cc2s1
 : 2	6	-77	0	3	2	-5	0.2	-4	18
COc1ccc(S(=O)(=O)Nc2ccccc2N2CCOCC2)cc1[N+](=O)[O-]
 : 5	-3	-6	-4	-3	-4	-9	-0.1	-1	27

The list itself, repeating the preview:
Every second line gives: Platelet DG rel	aSyn 5UTR inh	KLF5 inh	HSF-1 act	SKKanGAS inh	IEC-6 tox	HSF1 inh	HIF activator	HSP90 inh	AI-2 QS modul
N#Cc1ccccc1CN1C(=O)S/C(=C/c2cccn2-c2cccc(C(=O)O)c2)C1=O
 : -3	4	-1	4	-32	-17	6	-0.4	4	17
CCn1cc(C(=O)NCCOC)c(=O)c2ccc(C)nc21
 : -7	21	0	4	5	1	-5	0.4	-2	-3
CN(C)CCCN(C(=O)COc1ccc(Cl)cc1)c1nc2ccc(F)cc2s1
 : 2	6	-77	0	3	2	-5	0.2	-4	18
COc1ccc(S(=O)(=O)Nc2ccccc2N2CCOCC2)cc1[N+](=O)[O-]
 : 5	-3	-6	-4	-3	-4	-9	-0.1	-1	27
CCn1c(CC(=O)Nc2ccc(C)cc2)nnc1SCC(=O)NCc1ccccc1
 : 7	9	-24	12	-5	1	3	0.3	-1	5
COc1ccc(CCN2C(=O)CC(Cc3ccc(Br)cc3)C2=O)cc1OC (stereo not given)
 : 2	14	8	19	0	10	0	-0.1	2	6
CC(C(=O)O)c1ccc2c(c1)[nH]c1ccc(Cl)cc12 (stereo not given)
 : -6	-16	-13	-4	-3	-1	13	0.2	-5	24
CCC(CC)NC(=O)CSc1nnc(-c2ccc(OC)cc2)n1C(C)C
 : 2	3	-8	-7	6	4	6	0.1	6	19
CCc1nnc(NC(=O)C(NS(=O)(=O)c2ccc3c(c2)OCCO3)C(C)C)s1 (stereo not given)
 : -1	4	-18	23	-3	-2	6	0.0	-2	31
O=C(Nc1ccc2c(c1)OCCO2)Nc1ccc2c(c1)OCO2
 : 10	0	-16	27	-3	0	15	0.1	19*	0
CCOc1cc(-n2nc(C)c(C#N)c2N)nc(SC)n1
 : 1	19	-3	-4	0	7	2	-0.5	-1	10
Cc1ccc(NC(=O)CSc2cccc3cccnc23)c(C)c1
 : -1	-13	21	4	-3	5	-3	-0.5	1	10
COc1ccc(NC(=O)c2cccc(N3C(=O)C4CC=C(C)CC4C3=O)c2)c(OC)c1 (stereo not given)
 : 4	14	-24	9	-1	-9	3	-0.1	-4	13
CC(C)(C)c1nn(-c2ccccc2)c2[nH]c(=O)c(CNCc3ccc4c(c3)OCO4)cc12
 : -4	29	-10	-6	-4	-1	-4	-0.6	6	23
Cn1c(=O)c2nc(-c3ccccc3)oc2c2ccccc21
 : 0	-69	14	15	2	14	0	1.3	-1	10
CN(C)S(=O)(=O)c1ccc(N2CCCC2)c(C(=O)OCC(=O)NC2(C#N)CCCCC2)c1
 : 8	12	x	1	-6	x	1	-0.9	x	32
CCCCOC(=O)Nc1ccc(S(=O)(=O)Nc2nccs2)cc1
 : 3	28	-17	-16	-6	2	5	-0.1	0	u
CCc1ccc(NC(=O)c2ccccc2Br)cc1
 : 1	-144	-144	36	1	-1	51	2.5	-2	32
N#Cc1cc(-c2ccccc2)nc(N2CCNCC2)n1
 : 7	22	12	-4	-1	0	-1	-0.1	2	19
CSc1nc(C)cc(OCC(=O)n2nc(C)cc2C)n1
 : 9	-9	-16	-16	-7	-9	4	-0.1	-5	28

(continued)
Every second line gives: Platelet DG rel	aSyn 5UTR inh	KLF5 inh	HSF-1 act	SKKanGAS inh	IEC-6 tox	HSF1 inh	HIF activator	HSP90 inh	AI-2 QS modul
COc1ccccc1/C=N/NC(=O)c1ccc2c(c1)OCO2
 : 0	-43	-15	-5	7	-1	1	2.6	2	34
C/C(N)=C(/C#N)C(=O)COC(=O)C1CCC(C(C)(C)C)CC1 (stereo not given)
 : 1	24	-17	19	9	1	2	-2.5	-2	4
NC(=O)c1ccc[n+](CC(=O)c2ccc(F)cc2)c1
 : 13	2	-21	-5	2	-3	-1	-0.3	2	40
CCC(C)[C@H](NC(=O)NCCCOC(C)C)C(=O)OC (stereo not given in full)
 : x	x	-20	x	-6	3	x	x	4	-5
NC(=O)Cn1c(=O)n(CCCC(=O)NC2CCN(Cc3ccccc3)CC2)c(=O)c2ccccc21
 : -16	5	-32	-8	-5	-3	-5	0.4	2	14
CCN(CC)CCNc1nc(-c2ccccc2)c2c(c1C#N)CC(C)(C)OC2
 : -28	15	-23	-10	-2	-8	-10	-0.1	2	18
O=C(NCC(=O)N1CC=C(c2ccccc2)CC1)c1ccccc1Br
 : 45	-8	-11	-8	0	6	-4	0.1	1	16
CCc1ccc(N/C(N)=N/c2nc(CSc3ncccn3)cc(=O)[nH]2)cc1
 : 0	17	9	-9	-24	4	-6	-0.1	4	16
CC(NCc1ccccc1)C1COc2ccccc2O1 (stereo not given)
 : -17	9	-25	-6	13	-7	3	0.0	-5	18
COc1ccc(CNC(=O)c2c(C)cc(=O)oc2C)cc1
 : 10	8	-27	-4	-4	0	-1	-0.5	-1	9
CC(=O)N1CCN(CC(=O)Nc2cc([N+](=O)[O-])ccc2Cl)CC1
 : x	x	5	x	x	-1	x	x	0	11
CCOCCCNC(=O)C(NC(=O)c1ccc(=O)[nH]c1)c1ccc(Cl)cc1 (stereo not given)
 : -13	0	-24	4	-4	2	3	0.2	5	13
Cc1cccc(C2c3[nH]c4ccccc4c3CCN2C(=O)c2cn(C)c3ccccc3c2=O)n1 (stereo not given)
 : -11	-22	8	13	3	11	-5	0.4	3	31
O=C(Nc1ccccn1)C12CC3CC(CC(C3)C1)C2
 : -2	-11	-1	-8	3	-5	-6	-0.5	3	-1
Cc1nc2ccccc2n1CC(=O)NC1CCCC1
 : 4	-30	-6	0	-7	0	-3	0.2	2	2
O=C1C[C@H]2[C@H](CO)[C@@H](OC(=O)c3ccc(-c4ccccc4)cc3)C[C@H]2O1
 : -54	-87	-67	35	4	5	20	3.2	3	15
CN(CCOc1ccccc1)CCOc1ccccc1
 : -5	10	-14	-10	10	-5	-3	1.6	1	3
Cc1onc(-c2ccccc2)c1C(=O)Nc1ccc(OC(C)C)cc1
 : 18	20	-6	-3	10	1	-12	x	1	14
CC(CN1CCCC1)OC(=O)c1ccccc1Cl (stereo not given)
 : 9	-4	-31	44	1	-1	23	-0.3	-1	15
COC(=O)CSc1nnc(-c2cccc(NC(=O)c3ccc(C)cc3)c2)n1C
 : -11	6	-32	7	9	-1	-6	-0.6	1	22

The list goes on.
Every second line gives: Platelet DG rel	aSyn 5UTR inh	KLF5 inh	HSF-1 act	SKKanGAS inh	IEC-6 tox	HSF1 inh	HIF activator	HSP90 inh	AI-2 QS modul
Cc1ccc(C(C)C)c(OCC(=O)N/N=C2\CC(=O)CC(C)(C)C2)c1
 : -11	x	1	-4	2	5	-2	0.5	-1	30
O=C(Nc1ccc(SC(F)F)cc1)C1=COCCO1
 : 10	-36	-144	48	-1	4	21	0.9	9	28
O=C(NC1CCCCC1)NC1CC2CCC(C1)N2Cc1nnnn1Cc1ccc2c(c1)OCO2 (stereo not given)
 : 5	16	-4	-2	3	7	3	-0.8	2	16
COc1c(S(=O)(=O)N2CCN(C(=O)c3ccco3)CC2)ccc(Cl)c1Cl
 : 2	-2	-7	6	9	-5	-1	-11	-3	24
COC(=O)c1c(NC(=O)COC(=O)c2ccccc2O)sc2c1CCCCC2
 : -2	4	-40	4	2	0	2	0.0	3	16
COc1cc2c(cc1OC)C(SC)=NC(C)(C)C2
 : -6	-18	-20	-3	5	8	-2	0.2	6	30
Cc1ccc(NC(=O)Cc2nnc(SCC(=O)NC3CCCC3)n2C)cc1
 : -1	-1	-10	47	0	-3	8	-3.9	-1	20
CCC(CC)NC(=O)c1ccc2nc[nH]c2c1
 : -4	0	-23	5	-1	4	1	-0.2	3	14
Cc1cc(N2CCN(C)CC2)nc2ccc(NC(=S)N3CCCCC3)cc12
 : 3	-85	-24	-23	x	-2	-17	1.8	3	42
CCO[C@@H]1OC(C(=O)NC2CC2)=C[C@H](c2csc3ccccc23)[C@H]1CCCO
 : -4	-11	6	-15	4	1	4	-9.9	13	16
COc1ccc(Cl)cc1NC(=O)NCC1CCN(Cc2cc(C)ccc2C)CC1
 : 8	-6	-16	-24	3	9	-2	0.0	0	18
COc1ccc(Cc2nnc(NC(=O)C3CC(=O)N(c4ccc(OC)cc4)C3)s2)cc1 (stereo not given)
 : x	18	6	-14	4	0	-8	0.6	5	27
CC(=O)c1cccc(NS(=O)(=O)c2csc(C(N)=O)c2)c1
 : 0	2	-15	-4	-2	-4	2	-1.8	0	30
Cc1ccc2[nH]c3c(=O)[nH]ncc3c2c1
 : 6	14	-42	0	-2	-4	-1	-1.2	1	-2
C=CCn1c(=O)c(C(=O)Nc2ncccc2O)c(O)c2ccccc21
 : -5	15	-25	22	5	-2	5	-0.3	7	7
COc1ccc(OCCSc2nc3ccccc3n2CCC(=O)O)cc1
 : -13	7	-28	3	0	-3	-1	0.7	-2	18
CN1CCN(C(=S)c2ccc(Br)cc2)CC1
 : -1	-6	-41	19	3	-3	-7	-0.1	2	20
CCN(CC)S(=O)(=O)c1ccc(N(C)C)c(NC(=O)C2CCCC2)c1
 : 1	-9	-6	-16	1	-5	-4	0.0	2	16

Full records, looked up by structure:
`CCO[C@@H]1OC(C(=O)NC2CC2)=C[C@H](c2csc3ccccc23)[C@H]1CCCO` reads Platelet DG rel: -4; aSyn 5UTR inh: -11; KLF5 inh: 6; HSF-1 act: -15; SKKanGAS inh: 4; IEC-6 tox: 1; HSF1 inh: 4; HIF activator: -9.9; HSP90 inh: 13; AI-2 QS modul: 16
`Cc1ccc(NC(=O)Cc2nnc(SCC(=O)NC3CCCC3)n2C)cc1` reads Platelet DG rel: -1; aSyn 5UTR inh: -1; KLF5 inh: -10; HSF-1 act: 47; SKKanGAS inh: 0; IEC-6 tox: -3; HSF1 inh: 8; HIF activator: -3.9; HSP90 inh: -1; AI-2 QS modul: 20
